RXFP1 agonist: activates the human relaxin receptor RXFP1; HEK293T-RXFP1 cAMP TR-FRET, 30 min; response scale: percent of porcine relaxin response, buffer zero; 370,000 tested, 0.3% active; AID 2676; Potency, µM (top dose mostly 57.5 µM), for the others: top-dose activation, actives largely listed as activators; Q9HBX9; also: potency is read from the fitted curve at half-maximal effect; % is scaled to controls: 0 for no effect and ±100 for the full control effect; nearly all actives have a fitted effect of over 60% in size; many of its hits are not listed in these tables
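HEK293 cells stably expressing RXFP1, treated 30 min at 37C with compounds plus PDE4 inhibitor Ro 20174; cAMP measured by HTRF TR-FRET. Normalized to buffer and 29 nM porcine relaxin; EC50 by Hill fit.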
IDH1 R132H inh: inhibitors of human mutant IDH1 R132H; Potency, µM (highest dose often 76.6 µM), for inactives: at the highest dose activity change, negative = inhibition, actives largely listed as inhibitors; O75874; AID 602179; IDH1-R132H enzyme, NADPH consumption, diaphorase/resazurin fluorescence; 390,000 tested, 0.093% active; also: potency is read from the fitted curve at half-maximal effect; % is scaled to controls: 0 for no effect and ±100 for the full control effect; nearly all actives have a fitted effect of over 65% in size
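IDH1-R132H (0.5 ug/mL) preincubated 30 min with compound, then NADPH (0.016 mM) and alpha-KG (2 mM) added; 80 min at RT, pH 7.5. Remaining NADPH coupled via diaphorase/resazurin to fluorescence (540/590 nm); concentration-response curves normalized to no-enzyme control.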
TrxR1 substrate: substrates of rat thioredoxin reductase 1; O89049; purified TrxR1 substrate turnover, NADPH consumption readout; Potency, µM (series often up to 114 µM), inactives show at the highest dose activity change, negative = substrate turnover; 390,000 tested, 0.01% active; also: potency is read from the fitted curve at half-maximal effect; % is scaled to controls: 0 for no effect and ±100 for the full control effect; nearly all actives have a fitted effect of over 50% in size
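Rat TrxR1, dispensed at 90 nM, was prereduced with 400 uM NADPH (final) for 5 min at ~22 deg C, then incubated with compound 15 min before 400 uM selenite. A first-read NADPH fluorescence drop versus no-compound background flagged substrates.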
Vif-A3G inh: Vif-A3G binding inhibition; 410,000 tested, 0.076% active; AID 602310; Potency, µM (titrated, usually from 46.1 µM), for inactives: top-dose activity, negative = active, hits mostly inhibitors; HeLa A3G-eYFP + Vif (tagged APOBEC3G with the HIV-1 protein that degrades it), YFP fluorescence, overnight; Q9HC16;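 also: potency is read from the fitted curve at half-maximal effect; % is scaled to controls: 0 for no effect and ±100 for the full control effect; nearly all actives have a fitted effect of over 60% in size; hits raise eYFP signal because A3G escapes Vif-driven loss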
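Read-out is eYFP fluorescence (Ex 488/Em 500-530) from Vif-expressing HeLa A3G-eYFP cells; more signal means A3G escaped Vif-mediated degradation. Cells plated overnight, compound pinned in, incubated overnight at 37 deg C.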
USP1 inh: USP1/UAF1 (human) deubiquitinase inhibition; 390,000 tested, 0.23% active; recombinant USP1/UAF1, Ub-Rhodamine cleavage fluorescence; O94782; Potency, µM (series often up to 57.1 µM), without a hit: at the highest dose activity change, negative = inhibition, usual class: inhibitors; also: potency is read from the fitted curve at half-maximal effect; % is scaled to controls: 0 for no effect and ±100 for the full control effect; nearly all actives have a fitted effect of over 60% in size; inactives centre near -12
Target sequence (O94782 whole entry, looked up): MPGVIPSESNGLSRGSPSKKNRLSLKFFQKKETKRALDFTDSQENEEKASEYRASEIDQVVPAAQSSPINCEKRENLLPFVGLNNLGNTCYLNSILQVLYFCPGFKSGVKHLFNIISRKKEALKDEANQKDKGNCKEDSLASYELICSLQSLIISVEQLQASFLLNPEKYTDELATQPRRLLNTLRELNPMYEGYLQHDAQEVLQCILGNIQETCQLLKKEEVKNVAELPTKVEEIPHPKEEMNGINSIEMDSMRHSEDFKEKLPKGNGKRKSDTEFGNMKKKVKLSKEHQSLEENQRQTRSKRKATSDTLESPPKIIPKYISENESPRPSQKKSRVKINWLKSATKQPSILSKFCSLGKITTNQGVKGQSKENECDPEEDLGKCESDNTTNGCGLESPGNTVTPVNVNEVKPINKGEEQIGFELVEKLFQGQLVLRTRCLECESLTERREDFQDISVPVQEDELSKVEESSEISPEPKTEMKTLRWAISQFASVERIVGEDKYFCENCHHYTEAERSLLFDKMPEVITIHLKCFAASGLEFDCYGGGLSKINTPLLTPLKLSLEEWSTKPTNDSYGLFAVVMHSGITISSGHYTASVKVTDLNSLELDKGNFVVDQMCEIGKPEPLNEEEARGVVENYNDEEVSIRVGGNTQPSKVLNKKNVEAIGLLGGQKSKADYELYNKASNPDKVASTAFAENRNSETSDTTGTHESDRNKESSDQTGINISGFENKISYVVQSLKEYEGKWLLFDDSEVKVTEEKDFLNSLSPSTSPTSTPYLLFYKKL
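Step one: compound is pinned into 1nM USP1/UAF1 in HEPES pH 7.8 buffer with TCEP. Step two: 15 min room-temperature incubation. Step three: Ub-Rho (150nM final) starts cleavage, tracked by fluorescence over six one-minute reads.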
GRP78 ERSR act: inducers of ER stress response in human glioma cells | U87-MG GRP78 promoter luciferase reporter, 16 h | Potency, µM, for the others: at the highest dose activation, hits mostly activators | 420,000 tested, 0.02% active; also: potency is read from the fitted curve at half-maximal effect; series mostly up to about 76 µM; % of control where 0% means no effect; nearly all actives have a fitted effect of over 35% in size
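ERSR induction read as luciferase luminescence (Bright-Glo, 10 min at room temperature) in stably transfected human U87-MG glioma cells exposed to compounds for 16 h, using GRP78 as sensor.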
PI4K2A block: blocks human PI4K2A kinase activity | Q9BTU6 | purified PI4K2A, ADP-Glo luminescence, 1 h; active compounds read low | activity change, negative = inhibition, % at 76.9 µM | 420,000 tested, 0.13% active; in the data active = activity change below about -50%; inconclusive = mostly about -30% to -49%;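 also: -100% = wells without enzyme as full effect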
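In this quantitative HTS, ADP production by PI4K2A was quantified luminescently after 1 h at ambient temperature; 100 microM adenosine served as plate-quality control.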
Vif-APOBEC3F blk: Vif-A3F binding inhibition | HeLa A3F-eYFP + Vif (tagged APOBEC3F with the HIV-1 protein that degrades it), YFP fluorescence increase | Potency, µM (top dose mostly 46.1 µM), for the others: top-dose activity, negative = active | 390,000 tested, 0.2% active | AID 602313; also: potency is read from the fitted curve at half-maximal effect; % of control where 0% means no effect; nearly all actives have a fitted effect of over 65% in size
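HeLa cells stably expressing Vif plus C-terminally eYFP-tagged A3F were seeded, incubated overnight at 37 deg C, dosed with compound, incubated overnight again at 37 deg C. Yellow fluorescence (Ex 488/Em 500-530) reported blocked Vif-mediated A3F-eYFP degradation.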
LDHA block: blocks human lactate dehydrogenase A; 480,000 tested, 0.15% active; P00338; AID 1347041; purified LDHA, NADH/diaphorase-resazurin fluorescence; active compounds read low; activity change, % (values are at about 110 or 230 µM); in the data active = activity change below about -30%; inconclusive = mostly about -25% to -30%;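 also: plate controls were DMSO wells for no effect and wells without enzyme for full effect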
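Human LDH5 (2 nM) was incubated with 0.06 mM NADH and 0.2 mM pyruvate for 5 min at room temperature in Tris pH 7.4. Remaining NADH was coupled through diaphorase/resazurin, and resorufin fluorescence was read at 0 and 20 min.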
Active calls of the source: *; ? = inconclusive; · = no result given; & = joins results of further samples; [ ] = remark or other dose. Unless noted, calls follow the shape of the dose curve; as a rule, active = well fitted curve in the direction sought with a large enough effect; inconclusive = small, poorly fitted or top-dose-only effect, or another doubt; inactive = no such curve, though single readings can be large; an effect the other way counts as inactive or inconclusive. Not all compounds are listed, so the mix of outcomes need not match the whole.

Results follow in this order: RXFP1 agonist	IDH1 R132H inh	TrxR1 substrate	Vif-A3G inh	USP1 inh	GRP78 ERSR act	PI4K2A block	Vif-APOBEC3F blk	LDHA block
1	Cc1ccc(-n2ncc3c2CC(C)(C)CC3NC(=O)Cc2c(C)noc2C)cc1 (stereo not drawn)
    -2.0%	-1.4%	3.2%	4.3%	-15.2%	-2.2%	5.0	-7.5%	-5.9
2	Cc1cccc(NC(=O)CSc2nc(=O)n(CCCN3CCOCC3)c3c2CCCC3)c1
    1.1%	6.8%	-6.7%	1.2%	-13.4%	-4.0%	0.4	5.7%	-0.8
3	CCS(=O)(=O)N1CCC(C(=O)NCc2cccs2)CC1
    1.1%	0.9%	7.5%[57.1 µM]	-1.1%	1.2%	-4.2%	-5.0	-12.8%	-5.1
4	COC(=O)c1sc2cccc(F)c2c1S(=O)(=O)NCc1ccc(Cl)cc1
    0.8%	-13.4%	1.8%[57.1 µM]	-7.1%	-23.8%	-4.4%	0.0	-1.2%	1.6
5	COc1ccc(S(=O)(=O)N2CCCCC2)cc1NC(=O)C1CSC2(C)CCC(=O)N12 (stereo not drawn)
    -0.4%	-7.5%	-3.5%	-7.6%	-10.7%	-1.4%	0.2	-6.0%	0.8
6	O=C(Nc1cccc(S(=O)(=O)NC2=NCCCCC2)c1)C1COc2ccccc2O1 (stereo not drawn)
    0.8%	0.0%	6.8%	-0.5%	-13.1%	-4.1%	3.8	6.6%	-0.3
7	COc1ccc(NS(=O)(=O)c2ccc3nc(COc4ccc(C#N)cc4)[nH]c3c2)cc1
    4.9%	-4.4%	-11.8%	1.5%	-9.0%	-3.6%	3.1	0.3%	-7.2
8	COc1ccc(CNC(=O)c2cn(Cc3ccc(OC(C)=O)cc3)c(=O)s2)cc1
    ·	·	·	-1.3%	·	-0.6%	0.8	·	-6.1
9	CCc1ccccc1N1CN(Cc2cccnc2)CNC1=S
    0.3%	-1.5%	8.5%	-0.1%	-7.8%	-2.2%	-4.0	-2.8%	-4.9
10	COc1ccc(CN2C(=O)[C@@H]3C(c4ccccc4Cl)=NO[C@@H]3C2=O)cc1
    -0.4%	-1.0%	10.4%[57.1 µM]	0.7%	-16.8%	-3.8%	3.4	-0.3%	-3.5
11	CCOc1ccc(NC(=S)NC(=O)c2cnn(CC)c2)c([N+](=O)[O-])c1
    -1.0%	-6.5%	4.7%	3.2%	-21.2%	-2.3%	-1.3	1.3%	-2.4
12	CC(C)C(NC(=O)c1c(F)cccc1F)C(=O)N1CCN(c2ncccn2)CC1 (stereo not drawn)
    ·	-10.5%	4.6%	4.3%	-22.7%	-1.5%	-1.1	-1.6%	-6.2
13	O=C(Nc1ccc(F)c(Cl)c1)C1Cc2c(-c3cccc(F)c3)ccnc2O1 (stereo not drawn)
    ·	·	·	-7.0%	·	-4.5%	-2.7	·	-5.6
14	O=C(Nn1c(-c2ccc(F)cc2)nc2ccccc2c1=O)C1CCCCC1
    -1.7%	-4.0%	0.3%	0.5%	-1.8%	-2.9%	2.2	-12.8%	-12.3
15	Cc1ccc(C)c(OCCn2c(-c3ccc(Cl)cc3)nc3ccccc3c2=O)c1C
    2.2%	-2.3%	-7.7%	1.6%	?	-4.6%	-2.7	-4.7%	0.8
16	Cc1ccc(S(=O)(=O)N2CCCCC2)cc1NS(=O)(=O)c1ccc(Cl)c(C(=O)O)c1
    1.6%	4.9%	1.3%	-0.4%	-19.1%	-4.6%	-3.5	2.8%	-5.6
17	CCc1ccccc1NS(=O)(=O)c1cc2c(cc1C)n(C)c(=O)c(=O)n2C
    9.9%	4.1%	2.4%	0.7%	-11.4%	-6.3%	7.2	0.2%	-4.4
18	C=CCN(C(=O)c1csnn1)C(C(=O)NC1CCCCC1)c1ccccc1 (stereo not drawn)
    0.4%	-4.0%	2.0%	2.2%	?	-2.5%	0.2	0.0%	-1.6
19	Nc1cccc(S(=O)(=O)Nc2ccc(Br)cc2)c1
    3.2%	-11.9%	2.1%	-6.4%	-22.2%	-2.6%	3.6	4.2%	-5.8
20	CCn1c(=N)n(CC(O)COc2ccc(C)cc2)c2ccccc21 (stereo not drawn)
    -0.5%	-0.2%	2.5%[57.1 µM]	1.1%	-20.8%	-4.6%	-1.2	0.8%	-14.2
21	C/C(=N/NC(=O)c1ccc(Br)o1)c1cccs1
    -0.2%	9.6%	-15.7%	5.2%	-22.1%	1.5%	1.5	-2.6%	-1.6
22	CCOC(=O)C1CCC(CN(Cc2ccc(OC)cc2)S(=O)(=O)c2ccc(F)c(C(=O)Nc3cc(C)ccc3C)c2)CC1 (stereo not drawn)
    1.6%	-11.8%	-0.5%[57.1 µM]	-1.8%	15.3%	-3.1%	2.5	-4.4%	-0.6
23	CCCc1cc(C(=O)Nc2cccc(Cl)c2)no1
    0.2%	17.1%	7.1%[57.1 µM]	-1.8%	-21.2%	0.2%	-7.2	1.9%	-2.1
24	Cc1ccccc1OCC(=O)Nc1c(C(=O)Nc2ccccc2F)oc2ccccc12
    ?	10.9%	8.5%	3.1%	-20.7%	-1.6%	-6.5	-24.3%	2.9
25	O=C(CS(=O)(=O)c1c[nH]c2ccccc12)N1CCCc2ccccc21
    -0.1%	1.8%	3.3%[57.1 µM]	-1.1%	-7.3%	-2.1%	3.8	0.8%	-2.5
26	Cc1cc(OCc2cc(C(=O)N3CCN(C)C(=O)[C@@H]3C)no2)cc(C)c1Cl
    1.8%	-5.6%	-2.8%	0.2%	-10.2%	-4.2%	9.1	2.2%	-2.5
27	Cc1csc(NC(=O)CSc2nnc(-c3ccccn3)n2-c2ccc(C)c(C)c2)n1
    -0.6%	1.6%	9.2%	-5.4%	-13.2%	-5.7%	-1.3	6.5%	0.5
28	O=C1CC(C(=O)NCCc2ccccc2)SC(=Nc2ccccc2)N1 (stereo not drawn)
    -1.8%	3.8%	-0.2%[57.1 µM]	-0.2%	6.9%	-3.7%	3.1	3.7%	-0.6
29	[O-]C1=N/[N+](=C/c2ccccc2)CC1
    6.5%	6.6%	12.3%	5.6%	-22.4%	-1.4%	-5.9	8.8%	-1.5
30	CC1NC(=O)NC1CCCCCC(=O)Nc1ccc(F)c(Cl)c1 (stereo not drawn)
    2.7%	21.2%	2.1%[57.1 µM]	-3.4%	3.5%	-4.6%	0.3	4.3%	-8.0
31	COc1ccc2[nH]c(=O)c(CN(Cc3ccco3)Cc3nnnn3Cc3ccccc3)cc2c1
    10.8%	11.6%	3.7%	-7.7%	3.2%	-0.4%	-0.7	2.9%	7.5
32	Cc1csc(NC(=O)c2cc(-c3ccncc3)nc3ccccc23)n1
    3.6%	0.0%	1.6%	-10.0%	-10.7%	-0.2%	-7.0	-15.0%	-0.4
33	FC(F)(F)c1cccc(OCC2CNC(=S)O2)c1 (stereo not drawn)
    1.1%	13.7%	-4.7%	0.3%	-8.2%	·	-3.7	-0.9%	-7.6
34	Cn1cc(SCC(=O)NCc2ccc3c(c2)OCO3)c2ccccc21
    0.4%	4.2%	8.3%[57.1 µM]	-0.5%	-13.4%	-1.9%	-2.6	8.4%	-3.3
35	c1ccc(N=Nc2ccc3cccccc2-3)cc1
    ·	12.0%	1.7%[57.1 µM]	?	-2.7%	?	-4.6	?	-1.6
36	CC(=O)c1cccc(NC(=O)C2(c3ccccc3)CC2(Cl)Cl)c1 (stereo not drawn)
    -0.1%	1.5%	-12.8%[57.1 µM]	-0.9%	-9.1%	-4.3%	0.3	4.4%	-3.2
37	C[C@@H]1C(c2ccccc2)=NN(c2ccccc2)[C@H]1C(=O)N1CCOC1=O
    ·	9.7%	10.4%	?	-24.9%	-2.1%&-4.6%	-2.5	-0.7%	-3.4
38	COc1cccc(C2CC(c3ccc(Cl)cc3)n3nc(N)nc3N2)c1 (stereo not drawn)
    -0.4%	-6.9%	-0.4%[57.1 µM]	-3.4%	-6.6%	1.4%	1.2	-4.5%	-7.8
39	COC1=C(Nc2ccccc2OC)C(=O)c2ccccc2C1=O
    -10.5%	9.4%	2.3%[57.1 µM]	-5.0%	?	-2.6%	-8.1	0.6%	28.4
40	Cc1ccc(NC(=O)CCn2c(=O)[nH]c3ccsc3c2=O)cc1
    -2.2%	0.0%	5.8%	-5.7%	-21.8%	-3.6%	-5.3	6.0%	-1.3
41	CCCC(=O)Nc1nc2ccc(OC)cc2s1
    0.3%	-2.8%	3.9%	-3.9%	-14.4%	-1.6%	2.5	2.9%	-1.1
42	COc1cccc(Nc2nc3ccccc3c3nncn23)c1
    5.5%	8.3%	4.8%	-4.1%	-17.6%	-1.7%	0.5	-2.9%	-4.9

Screening results: PubChem BioAssay, National Center for Advancing Translational Sciences (NCATS)
